# HSF1 inh – HSF1 inhibitors in luciferase reporter cells, primary screen, cell-based, NIH3T3, luminescence; hit rate 0.77% among 300,000; NIH3T3-HGL HSE-luciferase, MG132-induced, luminescence 8 h; hits give low values; activity change, negative = inhibition, % at 7.5 µM (by protocol);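 active = more than half of replicate wells show activity change below -50%, luminescence cut by over half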;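 note: luciferase reports HSF-1 transcriptional activity via heat shock element; 0% = median of DMSO wells and -100% = zero luminescence signal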
# aSyn 5UTR inh – MLPCN primary screen, SNCA 5' untranslated region. alpha-synuclein 5'UTR reporter, inhibitor activity. inhibition, % (tested at 7.5 µM). hit rate 0.82% among 300,000. AID 1813, 2009; in the data active = inhibition above about 60%;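 note: H4 neuroglioblastoma cells stably carrying SNCA 5'UTR luciferase fusion; 0% = DMSO wells and 100% = positive control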
# AI-2 QS modul – Vibrio harveyi AI-2 quorum sensing modulators, primary screen, JMH597 strain, luminescence/OD600 ratio; Vibrio harveyi JMH597 AI-2 luminescence/OD600 ratio, 9 h; hits give low values; strain lacks LuxN and CqsS sensors; 0 = neutral-control median; activity change, % at 7.5 µM; hit rate 0.4% among 300,000; in the data active = activity change below about -75%, passing the limit was not always enough;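 note: luminescence divided by OD600 gain over 9 h not by final OD600 alone; inactives centre near 13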
# HSF-1 act – HSF-1 activators, primary screen, NIH3T3-HGL cells, MG132 stress, luminescence, single point; NIH3T3-HGL HSF-1 luciferase reporter, 8 h; 100% = twice DMSO control signal; activation, % at 9 µM; hit rate 1.7% among 300,000; AID 504408, 2011;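 active = mean replicate activation of at least 50% with a set share of replicates each reaching 50%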;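 note: 0% = median of the neutral control wells and 100% = twice that signal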
# IEC-6 cytotox – cytotoxicity in IEC-6 intestinal epithelial cells, primary screen, cytotoxicity control for KLF5 inhibitor project, cell-based, luminescence; hit rate 0.78% among 290,000; inhibition, % at 5 µM; IEC-6 cytotoxicity, luminescence viability; in the data active = inhibition above about 22%;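 note: 0% = plate median of test compound wells and 100% = cytotoxic reference compound wells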
# KLF5 inh – KLF5 expression inhibitors, primary screen, DLD-1 cells, luminescence. inhibition, % at 5 µM. hit rate 0.23% among 290,000. DLD-1 KLF5 promoter-luciferase reporter;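 active = inhibition above a per-plate limit of that plate's mean compound inhibition plus 3 SD, cut at about 60% in these data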;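 note: 0% = DMSO wells and 100% = LY294002 at 200 µM; higher means less KLF5 promoter-driven luciferase light; inactives centre near -14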
# GSK3A inh – blockers of GSK3A enzyme activity – biochemical, luminescence, cell-free homogeneous, HTS, primary screen | Glycogen synthase kinase-3 alpha (Homo sapiens), P49840 | GSK-3 alpha kinase, ADP-Glo luminescence, 60 min | inhibition, % at 10 µM | hit rate 0.1% among 320,000;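 in the data active = inhibition above about 50%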;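 note: GST-tagged GSK-3 alpha with peptide substrate and 25 µM ATP; 0% = DMSO neutral wells and 100% = GW8510 positive control wells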
# Target sequence (P49840 whole entry, looked up): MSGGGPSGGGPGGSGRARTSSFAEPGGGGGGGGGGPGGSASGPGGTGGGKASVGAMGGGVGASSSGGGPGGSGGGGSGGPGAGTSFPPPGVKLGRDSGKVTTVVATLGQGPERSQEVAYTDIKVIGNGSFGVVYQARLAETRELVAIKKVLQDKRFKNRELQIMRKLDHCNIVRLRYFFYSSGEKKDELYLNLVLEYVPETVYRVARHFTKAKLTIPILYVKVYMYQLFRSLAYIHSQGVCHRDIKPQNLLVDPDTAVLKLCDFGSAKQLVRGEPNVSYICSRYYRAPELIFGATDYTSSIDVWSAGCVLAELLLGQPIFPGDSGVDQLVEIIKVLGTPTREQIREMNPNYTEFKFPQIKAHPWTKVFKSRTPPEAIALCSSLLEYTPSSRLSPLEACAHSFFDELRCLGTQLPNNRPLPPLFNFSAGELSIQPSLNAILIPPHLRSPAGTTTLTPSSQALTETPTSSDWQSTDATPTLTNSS
# GSK3beta inhib – human GSK3beta kinase inhibitors, primary screen, biochemical, cell-free homogeneous, HTS; Glycogen synthase kinase-3 beta (Homo sapiens), P49841; GST-GSK3beta kinase, ADP-Glo luminescence, 60 min; hits give low values; activity score (negative = inhibition), % at 10 µM; hit rate 0.038% among 300,000; AID 2097, 2009;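 active = more than half of replicate wells score below -50%, meaning over 50% inhibition versus plate controls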;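 note: 0% = median DMSO wells and -100% = median GW8510 positive control wells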
# Target sequence (P49841 whole entry, looked up): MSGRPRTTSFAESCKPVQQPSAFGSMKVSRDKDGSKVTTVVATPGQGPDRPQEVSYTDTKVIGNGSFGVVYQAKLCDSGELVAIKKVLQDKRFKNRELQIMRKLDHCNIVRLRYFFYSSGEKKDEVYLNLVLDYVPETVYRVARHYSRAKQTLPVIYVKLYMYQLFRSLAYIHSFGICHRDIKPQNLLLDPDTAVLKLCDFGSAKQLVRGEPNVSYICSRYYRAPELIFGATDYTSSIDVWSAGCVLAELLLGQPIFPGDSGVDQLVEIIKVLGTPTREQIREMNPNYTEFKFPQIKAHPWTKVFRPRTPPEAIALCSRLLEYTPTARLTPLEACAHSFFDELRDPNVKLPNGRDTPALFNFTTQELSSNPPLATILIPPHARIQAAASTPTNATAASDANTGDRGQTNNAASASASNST
#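 Test system – GST-tagged human GSK3beta kinase, cell-free · Incubation – 60 min enzyme reaction, room temperature · Signal – ADP-Glo luminescence · Also added – peptide substrate and ATP at 25 µM · Controls – DMSO neutral wells and GW8510 at 20 µM as positive · Buffer or medium – Tris/MgCl2 kinase buffer · Measure – Luminescence-derived activity versus plate DMSO and GW8510 wells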
# PolyA inhibitor – polyadenylation inhibitors in yeast reporter cells, primary screen, luminescence, S. cerevisiae; AID 1875, 2009; S. cerevisiae SKY197-pL101 polyadenylation reporter, beta-gal luminescence; efflux-impaired pdr1/pdr3 knockout yeast; score 100 = 6 SD above DMSO; hit rate 0.02% among 300,000; calls only at 12 µM;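 active = lowest replicate activity score at least 50, where 100 means six control SD above control mean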;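 note: yeast exposed to compound for 9 h at 30 °C; higher score means more reporter readthrough which indicates perturbed polyadenylation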
# HSP90 inh – HSP90 inhibitors, primary screen, cell lysate, luminescence | Rabbit reticulocyte lysate, luciferase refolding luminescence, 3 h | hit rate 0.91% among 290,000 | inhibition, % at 5.6 µM | Heat shock protein HSP 90 (rabbit reticulocyte lysate; luciferase refolding);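 active = inhibition above the screen-wide mean plus 3 SD, computed separately per campaign, cut at about 16% in these data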;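 note: 0% = DMSO wells and 100% = 60 µM geldanamycin wells; inhibitors lower the luminescence because luciferase stays unfolded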
# Starred values were filed as active, the others as inactive; i = inactive; nt = no result given.
smiles	HSF1 inh	aSyn 5UTR inh	AI-2 QS modul	HSF-1 act	IEC-6 cytotox	KLF5 inh	GSK3A inh	GSK3beta inhib	PolyA inhibitor	HSP90 inh
Cc1cccc(OCC(=O)Nc2ccc3c(c2)nc(CCN2CCN(c4ccccn4)CC2)n3C)c1	12	-21	31	5	3	-12	-5	1	i	-4
COc1ccc(C(=O)NNC(=O)CSc2nnc(COc3ccccc3)n2C)cc1	6	9	-3	15	0	-17	-1	0	i	3
CC/C(C)=N/Nc1nc2c(c(=O)[nH]c(=O)n2C)n1Cc1ccccc1	1	-1	31	15	4	-7	-1	2	i	1
CCCCCC(=O)NC(=S)Nc1ccc(N2CCCCC2)c(Cl)c1	12	13	16	3	-1	5	nt	4	i	0
CCOC(=O)CNC(=O)N1CCCC(C(=O)c2ccc3c(c2)OCO3)C1 (stereo unspecified)	-6	-2	15	4	-1	2	0	2	i	-3
Cc1nc([N+](=O)[O-])cn1CC(O)c1ccc(F)cc1 (stereo unspecified)	2	6	27	12	-2	-12	0	5	i	-6
O=C(Cn1c(=S)[nH]c2ccccc2c1=O)N1CCN(c2ccc(F)cc2)CC1	-1	33	11	-3	-3	-64	0	3	i	1
CSc1ccc(NC(=O)NCc2cccnc2)cc1	6	-21	-11	42	-2	-48	-3	2	i	4
CCOC(=O)c1cnn(-c2nc(SC)nc3sc4c(c23)CCCC4)c1N	-8	19	32	5	-7	14	-1	0	i	0
O=C(COc1ccc(Nc2ccccc2)cc1)Nc1ccncc1	-3	-2	3	-5	nt	nt	1	1	i	nt
O=C(NCc1ccccc1)c1cccc(COc2cccc(Cl)c2)c1	1	-24	-10	-4	-5	-27	-6	-7	i	-1
CCOC(=O)Cn1cc(C#N)c(=O)[nH]c1=O	-5	-4	18	13	4	-3	-2	-3	i	9
C/C(Cn1nc([N+](=O)[O-])cc1C)=N\NC(=O)c1ccc(C(C)(C)C)cc1	0	-2	13	-7	1	-9	2	-1	i	-2
CCCCSC(=O)Nc1ccccc1	8	-15	3	22	0	-53	0	-3	i	-3
COc1ccc(/C=C2/SC(=S)N(CC(=O)O)C2=O)cc1OCc1ccc(Cl)cc1	21	-132	21	41	-8	-27	-2	1	i	-4
CCCC(=O)OCC(=O)Nc1ccc2[nH]c(=O)[nH]c2c1	-5	-1	9	-13	2	-14	-2	4	i	1
Cc1oc(-c2ccccc2Cl)nc1CS(=O)(=O)CC(=O)NC(C)c1ccccc1 (stereo unspecified)	11	22	4	4	-2	-6	0	1	i	1
COc1ccc(S(=O)(=O)N(CC(=O)NC2CC2)c2ccc(C)cc2)cc1	-2	-4	18	-3	2	-16	-2	1	i	3
CCc1ccc(C(CC(=O)O)N2Cc3ccccc3C2=O)cc1 (stereo unspecified)	-3	4	4	11	1	-44	-3	-3	i	-1
COc1ccc(C2=NN(C(=O)c3ccco3)C(c3ccco3)C2)cc1OC (stereo unspecified)	32	12	10	62*	6	-24	-1	2	i	1
Cc1ccc(CN2CCC(n3nccc3NC(=O)C3CCOC3)CC2)cc1 (stereo unspecified)	-8	-8	9	-7	-3	-46	1	-2	i	6
CC1Cc2ccccc2N1CC(=O)NC(=O)NC1CCCC1 (stereo unspecified)	nt	nt	12	nt	2	0	0	0	nt	-1
COc1ccccc1OCCOCCN1CCCC1	1	17	21	-18	-5	0	-1	2	i	-4
O=S(=O)(c1ccc2c(c1)OCCO2)N1CCC(n2cnc3cc(F)ccc32)CC1	-3	-17	25	-1	7	-28	7	-6	i	3
CNC(=O)Nc1cc(NC(=O)NC)cc(C(F)(F)F)c1	-1	4	7	1	-4	-4	-3	-2	i	4
Cc1nnc(Nc2ccc(Cl)c(C(F)(F)F)c2)[nH]c1=O	2	-9	5	9	-8	-16	-1	2	i	-1
CCCCn1c(N)c(N(CCOC)C(=O)CCS(=O)(=O)c2ccc(Cl)cc2)c(=O)[nH]c1=O	-3	12	42	-6	nt	nt	-1	-1	i	nt
COc1ccc(C(C)=O)cc1COC(=O)c1cccnc1Cl	-10	6	3	7	0	-16	0	2	i	2
CC(C)(Oc1ccc(Cl)cc1)C(=O)N1CCN(c2ccccn2)CC1	9	14	28	-12	-5	3	0	1	i	0
COc1ccc(N2CCN(C(=O)c3cc(-c4cccs4)nc4ccccc34)CC2)cc1	-8	19	15	-2	0	5	-1	-2	i	4
CN(CCc1ccccc1)C(=O)c1cc(COc2cccc(C(F)(F)F)c2)on1	107	-9	0	186*	2	-7	nt	7	i	0
CC(=O)/C=C(\C)Nc1c(C)n(C)n(-c2ccccc2)c1=O	8	-82	16	36	-7	-18	-2	8	i	0
N#Cc1cnc2c(-c3ccccc3)c(-c3ccccc3)nn2c1N	-1	27	20	-1	-1	-11	0	1	i	-2
O=C(NCCc1ccccn1)c1cc(-c2ccc(Cl)cc2)nc2ccccc12	-1	-14	9	23	0	2	1	-5	i	-4
COc1ccc([N+](=O)[O-])cc1NC(=O)c1cc(C)c(C)o1	2	-7	19	2	2	-7	2	-1	i	-2
COc1ccc(NC(=O)c2cc3c(=O)n(C)c4ccccc4c3s2)cc1OC	1	-8	1	15	-1	-9	nt	-27	i	-3
COc1ccc(C(=O)NCCC2=CCCCC2)cc1[N+](=O)[O-]	-1	-31	18	-12	-2	-38	1	2	i	0
Cc1ccccc1C(=O)NC(=S)NCCN1CCOCC1	-4	-15	0	5	-4	-25	0	6	i	-2
O=C(CSc1ncc(C(F)(F)F)cc1Cl)NCC1CCCO1 (stereo unspecified)	0	-19	11	-9	2	1	-2	-4	i	3
CC(C)Oc1ccccc1/C=N/NC(=O)C1CC1	2	11	13	3	nt	nt	-3	3	i	nt
COc1ccc(NCc2ccc3c(c2)OCO3)cc1Cl	-4	-59	-25	-3	-5	-22	1	5	nt	-2
COc1ccc(CCNC(C)=O)cc1	-11	-6	25	-6	0	6	0	1	i	4
O=C(CN1CCN(S(=O)(=O)c2ccc(F)cc2)CC1)Nc1ccc2c(c1)OCO2	-6	-2	-15	24	-1	-13	4	2	i	4
O=C(Cn1nc(C(=O)O)c2ccccc2c1=O)Nc1ccc2c(c1)OCO2	1	3	25	13	-10	-4	1	1	i	-2
Cc1nn(-c2ncc(C(F)(F)F)cc2Cl)c(=O)n1-c1ccccc1Cl	-3	6	-18	-3	-2	-21	nt	4	i	-2
O=C(CN(Cc1cccs1)C(=O)CNC(=O)c1ccco1)NC1CCCCC1	10	17	24	25	7	-14	0	1	i	0
COc1ccc(C(=O)N2CCN(c3ccc(C)c(C)c3)CC2)cc1OC	5	4	18	11	7	-43	nt	2	i	0
O=C(NCc1ccc2c(c1)OCO2)c1nnc(Cc2ccc(F)cc2)o1	-4	7	14	-12	2	8	-2	2	i	4
O=S(=O)(Cc1ccc(Cl)cc1)N1CCN(Cc2ccc3c(c2)OCO3)CC1	7	-6	-19	24	3	10	2	2	i	5
Cc1c(Cc2ccccc2)c(=O)oc2cc(OCC(=O)NCC3CCC(C(=O)O)CC3)ccc12 (stereo unspecified)	-1	-8	42	9	4	-29	-1	3	i	1
COC(=O)/C(C#N)=C/c1c(Oc2cc(C)cc(C)c2)nc2ccccn2c1=O	-6	-7	16	-16	2	11	2	-2	i	0
COc1cc2c(cc1OC)CN(C(=O)c1cc(S(=O)(=O)N3CCCCC3)ccc1Cl)CC2	6	0	32	31	-2	-41	-3	-3	i	-2
COc1ccc(/C=C/C(=O)Nc2nc(C)cc(C)n2)cc1OC	11	1	1	39	6	-22	0	0	i	1
CC(=O)Nc1ccc(NC(=O)C2CCCN(c3ncccn3)C2)cc1 (stereo unspecified)	0	-11	18	-2	-1	-28	0	-1	i	0
COc1ccc(NC(=O)C2OC3OC(C)(C)OC3C3OC(C)(C)OC23)cc1 (stereo unspecified)	-1	17	27	14	0	-15	-2	-2	i	-2
CCC1Sc2ccc(S(=O)(=O)CCC(=O)NCc3ccc(C)o3)cc2NC1=O (stereo unspecified)	-2	-10	25	-3	3	18	0	-1	i	0
Cc1cccc(C(=O)Nc2ncc(CN3CCOCC3)s2)c1	5	-15	-1	26	-1	-28	-4	1	i	2
CCOc1cc(S(=O)(=O)Nc2ccc(CC)cc2)ccc1Cl	2	22	nt	8	4	-27	1	nt	i	5
CCOc1ccc(C(=O)OCC(=O)Nc2ccc(SC(F)F)cc2)cc1OCC	-9	8	22	-6	-1	-9	-3	4	i	3
CCCC(=O)Nc1ccc(N2CCN(C(=O)c3cc4ccccc4o3)CC2)cc1	4	10	5	15	8	-18	0	-2	i	2

# (cont.)
smiles	HSF1 inh	aSyn 5UTR inh	AI-2 QS modul	HSF-1 act	IEC-6 cytotox	KLF5 inh	GSK3A inh	GSK3beta inhib	PolyA inhibitor	HSP90 inh
COc1ccc(CN2CCn3nc(C(=O)NC(C)C)cc3C2=O)cc1	-4	-13	40	-12	2	-25	-3	3	i	0
COc1ccc(Cn2nnnc2CN(Cc2cc3cccc(C)c3[nH]c2=O)C2CCCC2)cc1	12	4	6	3	8	-5	-1	-2	i	3
COC(=O)C(NC(=O)C(C)Oc1ccccc1)C(C)C (stereo unspecified)	1	20	23	23	-2	-20	0	-3	i	-2
CNC(=O)NC(=O)C(NC1CCCc2ccccc21)c1ccccc1 (stereo unspecified)	3	19	30	10	3	9	-3	3	i	2
CCc1ccc(OCCNC(=O)OCc2ccccc2)cc1	5	-34	-12	2	-2	-25	-4	1	i	-3
CCC1CCCCN1CCCNC(=O)CCC(=O)N1CC(C)Oc2ccccc21 (stereo unspecified)	-2	-23	12	-4	3	-12	2	-1	i	-1
O=C(NCc1ccco1)c1ccccc1Br	4	7	14	-4	-6	-7	-2	-2	i	19*
CC(Nc1nc(N2CCOCC2)nc2ccccc12)c1ccccc1 (stereo unspecified)	2	19	8	33	-2	-23	-1	1	i	-7
Cc1ccc(C(=O)CSc2nccn2-c2ccccc2)cc1	-9	-95	1	-21	1	-80	0	-2	i	-1
CCCCN(C)S(=O)(=O)c1ccc(C(=O)Nc2nnc(CSC)o2)cc1	-18	12	64	-21	4	32	-1	0	i	4
CC(C)[C@H](NC(N)=O)C(=O)Nc1ccc(Oc2ccccc2)cc1	1	5	-61	-5	0	-32	-1	2	i	1

# From PubChem

# Some of the compounds tested; count on the stated rates, not on these rows.
